Screening results deposited in PubChem BioAssay by several laboratories.
PrPC surface inh = inhibitors of human cell surface prion protein PrPC, primary screen, cell-based, TR-FRET; hit rate 0.43% among 370,000; Major prion protein (Homo sapiens), P04156; AID 720596, 2013; TR-FRET read-out; inhibition, % at 13.8 µM; in the data active = inhibition above about 24%; note: 0% = median of the test wells and 100% = reference compound wells
CCHF vOTU inh = CCHFV vOTU protease inhibitors, primary screen, biochemical, Pep-AMC substrate, fluorescence; Crimean-Congo hemorrhagic fever virus L polyprotein viral ovarian tumor (vOTU) protease …; hit rate 0.55% among 370,000; AID 651958, 2012; inhibition, % at 11.5 µM; in the data active = inhibition above about 30%; note: 0% = vehicle wells with enzyme and 100% = no enzyme wells
BH1578 lux ind = inducers of Vibrio cholerae quorum light production without autoinducers, primary screen, BH1578 luxS cqsA deficient, single point; V. cholerae BH1578 lux reporter, luminescence, 6 h; AID 588436, 2011; hit rate 0.16% among 350,000; activation, % at 18.7 µM; in the data active = activation mostly above about 9.7%, no sharp cut-off; note: not every result past the cut was called active; inactives centre near 0; reference of the scale not given here
MazF activator = activators of E. coli MazEF toxin-antitoxin RNase, primary screen, biochemical, fluorescence, uHTS; FAM/BHQ RNA-DNA oligo cleavage fluorescence, 5 h; hit rate 0.32% among 350,000; Endoribonuclease toxin MazF (Escherichia coli (strain K12)), P0AE70; activation, % at 20 µM; in the data active = activation above about 50%
Target sequence (P0AE70 whole entry, looked up): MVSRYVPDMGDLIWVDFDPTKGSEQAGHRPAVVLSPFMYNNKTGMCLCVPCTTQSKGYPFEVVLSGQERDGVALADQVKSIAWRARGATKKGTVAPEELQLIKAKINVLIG
PriA SSB inh = inhibitors of Klebsiella pneumoniae PriA binding to SSB C-terminal tail, primary screen, biochemical, AlphaScreen | PriA–SSB C-terminal tail interaction (Klebsiella pneumoniae) | AlphaScreen SSBct-PriA binding, biotinylated peptide | inhibition, % at 33 µM | hit rate 0.6% among 430,000 | AID 1272365, 2023; in the data active = inhibition mostly above about 37%, no sharp cut-off; inactive = mostly below about 20%;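 note: plate controls were negative control peptide for no effect and reference peptide for full effect; strong numbers were not always called active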
SARS 3CLpro inh = SARS-CoV 3CLpro protease inhibitors, primary screen, biochemical, quenched FRET; inhibition, % at 6 µM; recombinant SARS-CoV 3CLpro, quenched FRET peptide cleavage; Replicase polyprotein 1ab (Severe acute respiratory syndrome coronavirus), P0C6X7; hit rate 0.14% among 290,000; AID 1706, 2009; in the data active = inhibition above about 12%
Y pestis TopoI = Yersinia pestis topoisomerase I inhibitors, primary screen, biochemical, cleavage product accumulation, plate reader, single point; hit rate 0.064% among 360,000; AID 504884, 2011; DNA topoisomerase I (Yersinia pestis CO92); activity, % at 10 µM; Y. pestis Topo-I cleavage product accumulation; in the data active = activity above about 50%, passing the limit was not always enough; note: inactives centre near 2
DUSP3 inh = VHR1 phosphatase inhibitors, primary screen, biochemical, absorbance, uHTS | hit rate 0.52% among 290,000 | Dual specificity protein phosphatase 3 (Homo sapiens), P51452 | AID 1654, 2009 | recombinant VHR phosphatase, pNPP absorbance | inhibition, % at 13.3 µM; in the data active = inhibition above about 50%; note: some compounds called inactive have numbers as strong as hits
Target sequence (P51452 whole entry, looked up): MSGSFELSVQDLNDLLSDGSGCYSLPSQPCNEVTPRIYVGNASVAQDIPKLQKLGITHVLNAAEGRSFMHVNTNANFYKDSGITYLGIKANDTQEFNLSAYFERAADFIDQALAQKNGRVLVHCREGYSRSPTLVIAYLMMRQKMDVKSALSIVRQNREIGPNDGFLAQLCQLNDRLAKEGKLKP
Rv3671c protease = Rv3671c serine protease inhibitors, primary screen, biochemical, fluorescence polarization, M. tuberculosis H37Rv | inhibition, % at 5.96 µM | hit rate 0.048% among 320,000; in the data active = inhibition above about 38%;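 note: extracellular domain of Rv3671c used as enzyme; 0% = enzyme with DMSO and 100% = no enzyme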
Target sequence (P9WHR9 whole entry, looked up, the tested form may be a part): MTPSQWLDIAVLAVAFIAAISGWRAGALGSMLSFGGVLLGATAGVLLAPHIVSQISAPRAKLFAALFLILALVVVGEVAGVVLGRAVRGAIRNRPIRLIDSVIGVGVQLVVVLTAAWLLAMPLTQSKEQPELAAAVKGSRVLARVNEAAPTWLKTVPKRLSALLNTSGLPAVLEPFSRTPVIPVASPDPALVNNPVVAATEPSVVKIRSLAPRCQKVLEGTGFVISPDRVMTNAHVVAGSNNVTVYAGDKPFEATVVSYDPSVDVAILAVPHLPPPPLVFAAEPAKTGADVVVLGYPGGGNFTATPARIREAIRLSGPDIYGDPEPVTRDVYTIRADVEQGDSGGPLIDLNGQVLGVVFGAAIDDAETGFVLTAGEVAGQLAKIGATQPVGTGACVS
TcdB inh = TcdB glycohydrolase inhibitors, primary screen, biochemical, single point, plate reader; hit rate 0.24% among 350,000; TcdB glycohydrolase enzymatic assay; Toxin B (Clostridioides difficile), P18177; AID 652162, 2013; inhibition, % at 9.99 µM; in the data active = inhibition above about 10%
* = called active by the depositor; i = inactive; . = not tested or not shown; & = joins results of further samples. Not all compounds are listed. The share of hits here may be higher or lower than overall.

SMILES	PrPC surface inh	CCHF vOTU inh	BH1578 lux ind	MazF activator	PriA SSB inh	SARS 3CLpro inh	Y pestis TopoI	DUSP3 inh	Rv3671c protease	TcdB inh
CC(C)=CCN1CCN(CC#Cc2ccccc2)CC1CCO (configuration not stated)	6	-5	-0.4	3	-5	3	-5	11	5	0.3
Cc1ccccc1C(=O)Nc1ccc(N2CCN(C(=O)c3ccco3)CC2)cc1	-5	9	0.8	8	-4	-6	6	48	-1	1.3
CC(Sc1nnc(COc2ccc3ccccc3c2)n1C)C(=O)O (configuration not stated)	0	-10	i	-1	-12	0	3	-4	5	.
Cc1cc(C(=O)CN2C(=O)C3CC=CCC3C2=O)c(C)n1-c1ccccc1 (configuration not stated)	2	0	-3.1	4	-5	2	2	15	-5	.
Cc1ccc(S(=O)(=O)N2CC3(O)CN(C(=O)OC(C)C)N(C(=O)OC(C)C)CC3(OC(=O)Nc3cccs3)C2)cc1 (configuration not stated)	0	14	i	6	.	.	27	.	.	0.8
CS(=O)(=O)c1ccccc1-c1nnc(NC(=O)CCS(=O)(=O)c2ccc(Cl)cc2)o1	-6	-11	i	0	-1&12	.	1	.	3	1.7
CC1=C(C(=O)c2ccccc2)C(c2ccc(OC(F)F)cc2)NC(=S)N1 (configuration not stated)	50*	5	0.1	9	3	3	-12	10	2	0.9
C/C=C1\COC(C(=O)NCCN2CCCC2)(C(F)(F)F)C=C1C=C1CCCCC1 (configuration not stated)	11	7	i	-9	-8	.	14	.	-8	1.3
CCCn1nc(C(=O)N2CCc3ccccc32)c2ccccc2c1=O	1	7	-2.6	0	4	.	19	.	-1	1.9
COC(=O)CNc1c(-c2ccccn2)nc2ccc(Br)cn12	-4	15	.	6	50	3	9	6	-1	.
COc1ccc(OC)c(C2CC(=O)Nc3cc(OC)c(OC)c(OC)c32)c1 (configuration not stated)	-9	4	i	2	6	-3	-4	18	3	.
CN(c1ccccc1)S(=O)(=O)c1cccc(NC(=O)CCN2C(=O)C3CCCCC3C2=O)c1 (configuration not stated)	6	-13	i	9	11	3	-1	22	0	-1.9
Cc1ccccc1N(C(=O)c1csnn1)C(C(=O)NC1CCCC1)c1ccncc1 (configuration not stated)	4	-1	-1.6	4	-8	4	6	7	2	0.1
COc1ccccc1N1CCN(/N=C/c2ccc([N+](=O)[O-])cc2)CC1	6	-9	0.3	12	.	0	1	43	.	0.1
O=C(O)CC(c1cccc(C(F)(F)F)c1)N1CCS(=O)(=O)CC1 (configuration not stated)	8	-2	-0.2	-3	18	3	2	14	8	0.6
COc1ccccc1C1CC(=O)Oc2cc(C)c(Cl)cc21 (configuration not stated)	0	10	-3.1	-3	-15	.	28	.	.	0.5
CCC(C)(C)NC(=O)C(c1ccc(OC)cc1)N(Cc1ccccc1)C(=O)CCC(=O)Nc1cc(C)on1 (configuration not stated)	5	7	-0.3	42	-11	-3	35	29	-11	1.3
COc1ccc(NC(=O)Cn2nnc(C(=O)NCc3cccc(OC)c3)c2N)cc1	-1	13	.	-1	-19	0	9	19	4	.
Cc1c(O)nc(SC2CC(=O)N(c3cc(Cl)cc(Cl)c3)C2=O)[nH]c1=O (configuration not stated)	-5	12	0.2	6	0	.	2	.	3	-1.3
CCCCC(CCC(=O)NNC(=O)Cc1ccccc1)C(=O)O (configuration not stated)	-6	-3	-0.4	-2	-8	0	-5	-10	-4	-0.5
Cc1ccc(S(=O)(=O)NCCC(=O)NCCOc2ccccc2)cc1	-3	-8	0.9	0	-9	.	-6	.	.	0.6
CC1CC(C)CN(C(=O)c2ccc(C#N)cc2)C1 (configuration not stated)	3	-16	i	1	1	-5	2	-4	17	0.3
COCCNC(=O)CCc1nc(-c2ccccc2)no1	6	4	-0.7	5	3	-5	1	-2	-5	.
O=C(NCc1nnc(SCC(=O)N2CCOCC2)o1)c1c(F)cccc1F	-7	7	-9.8	2	0	-3	8	-2	-3	1.1
N=C1c2ccccc2CN1NC(=O)c1ccc(F)cc1	1	-12	-1.5	-1	-15	2	9	18	0	.
COc1ccccc1-c1c(C)[nH]n2c(=O)c(Cc3ccccc3)c(C)nc12	3	3	i	7	-16	-1	19	26	-4	-0.2
C[C@]12C(=O)N(c3ccccc3)C(=O)N1[C@@H]1c3ccccc3OC[C@@H]1[C@H]2c1ccccc1	6	3	-0.9	10	-18	-5	16	-7	-1	0.1
O=C1OCCC1=Cc1ccccc1	1	-3	.	-1	.	.	8	.	.	0.9
COc1ccc(CNC(=O)COC(=O)c2cccs2)cc1	-6	11	i	7	-11	-2	0	-15	3	1.6
O=C(NC1CCN(Cc2ccccc2)CC1)c1ccc(Oc2cc(Cl)cc(Cl)c2)o1	-3	-7	-0.5	2	8	2	8	24	6	-0.1
CCOc1ccc(NS(=O)(=O)N(C)C)cc1	2	1	-0.7	8	-13&-12	2	8	-5	1	.
O=C(Nc1cccc(S(=O)(=O)N2CCCCCC2)c1)c1ccc(Cl)nc1	-6	-6	-13	6	2	.	5	.	-15	0.6
COc1cc2c(cc1OC)C13CCN4CC5=CCOC6CC(=O)N2C1C6C5C3C4 (configuration not stated) (tested in a mixture with another compound)	-9	-3	-0.9	-3	.	.	1	.	.	0.7
O=C(CNC(=O)Cc1cccc2ccccc12)NCc1ccccc1F	1	16	i	10	2	-1	10	-3	0	2.0
COC(=O)N1C(=O)[C@@](c2ccc(OC)cc2)(C(C)C)N1C(=O)OC	.	.	-1.3	-6	-10	2	22	25	3	0.4
COc1cccc(NC(=O)CN(C)C(=O)CC2CCCCC2)c1	3	-7	i	4	-3	.	8	.	.	-0.5
Cc1cc(C)cc(NC(=O)C(NCCN2CCOCC2)c2ccccc2)c1 (configuration not stated)	-5	4	i	-3	13	-2	-5	34	0	0.8
COc1ccccc1C(=O)Nc1ccnn1C1CCN(C/C=C/c2ccc(F)cc2)CC1	-1	-7	0.6	3	8	2	15	11	-8	1.6
COC(=O)c1ccccc1COc1cccn2c(N(C)C(=O)CCC3CCCC3)c(C)nc12	15	9	-1.2	.	.	.	24	.	.	0.6
Cc1c(C(=O)Nc2ccncc2)sc2nc(-c3ccc(F)cc3)cn12	56*	3	-0.4	-25	17	1	-1	13	-6	-4.3
O=C(NCc1cccs1)C1CCCCC1	-3	-4	-0.3	8	-4	-3	6	24	2	.
O=C(Cc1ccccc1)NN1C(=O)/C(=C/c2ccc(C(=O)O)cc2)SC1=S	-5	4	i	7	-10	0	2	16	1	-1.6
COC(=O)C(C(=O)NCC1CCCO1)C1CCCC1 (configuration not stated)	2	-1	-0.6	2	-20	-5	2	37	3	.
O=C(CC(=O)Nc1cccc(F)c1)Nc1cccc(F)c1	11	-7	-0.4	-5	-5	-1	-5	-3	-9	0.2
Cc1c2c(nc3nc4ccccc4n13)CC(C)(C)CC2=O	-2	14	.	-2	2	0	-1	13	6	.
COc1ccc(C#Cc2c(-c3ccsc3)oc3ccc(N4CCOCC4)cc23)cc1	-6	-11	i	-1	-5	.	-6	.	-2	-0.1
COc1ccc(NC(=O)CSc2nnc(-c3ccc(F)cc3)o2)cn1	-5	-3	i	-4	-8	.	-2	.	1	1.5
Cc1ccc(C(=O)NC(=S)Nc2c(C)ccc3nsnc23)cc1	-49	16	0.2	1	11	-4	8	-11	-12	.
COc1ccc(/C=C2\CCC(C3CCCC3)C2=O)c(OC)c1 (configuration not stated)	3	-9	-0.8	9	-11	3	10	-16	-5	0.5
CC(=O)NCCNc1ccc([N+](=O)[O-])cn1	3	-7	-0.3	2	-18	-3	3	3	-5	.
COc1ccc2c(c1)nc(SCC(=O)c1ccc(Br)s1)n2C	6	-8	i	8	9	6	13	35	-11	0.0
CCCN(Cc1cc2ccc(C)cc2[nH]c1=O)S(=O)(=O)c1ccccc1	2	2	0.5	3	14	-4	18	16	2	.
CC(NC(=O)Cn1cc(Br)c([N+](=O)[O-])n1)c1ccccc1 (configuration not stated)	0	0	0.7	2	-3	-1	8	6	1	-1.2
c1ccc(-c2cn3nc(-c4ccccc4)c(-c4ccccc4)nc3n2)cc1	-3	-5	i	-86	-7	1	-1	2	4	.
